M4 antag – human M4 muscarinic receptor antagonists, primary screen, CHO cells, Fluo-8 calcium fluorescence | AID 624125, 2012 | hit rate 0.73% among 360,000 | inhibition, % at 3 µM | Muscarinic acetylcholine receptor M4 (Homo sapiens), P08173 | CHO-hM4 cells, ACh EC80;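 active means inhibition above its plate's cutoff, the mean inhibition of sample wells plus 3 SD, cut at about 27% in these data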;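 further: 0% = acetylcholine EC80 with DMSO and 100% = DMSO without agonist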
Target sequence (P08173 whole entry, looked up): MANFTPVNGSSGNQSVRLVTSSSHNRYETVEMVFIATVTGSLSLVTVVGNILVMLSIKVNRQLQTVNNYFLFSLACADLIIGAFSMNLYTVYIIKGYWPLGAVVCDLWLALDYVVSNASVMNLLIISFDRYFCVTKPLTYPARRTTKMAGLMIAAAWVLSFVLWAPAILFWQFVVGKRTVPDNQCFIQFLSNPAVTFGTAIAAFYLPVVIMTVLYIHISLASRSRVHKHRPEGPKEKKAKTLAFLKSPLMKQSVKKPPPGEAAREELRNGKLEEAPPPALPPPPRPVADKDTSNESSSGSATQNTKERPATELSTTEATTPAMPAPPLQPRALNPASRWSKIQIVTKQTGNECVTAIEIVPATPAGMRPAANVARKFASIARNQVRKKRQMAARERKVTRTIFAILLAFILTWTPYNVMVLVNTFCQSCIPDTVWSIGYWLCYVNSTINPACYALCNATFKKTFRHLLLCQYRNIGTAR
CHRM1 antagonist – human M1 muscarinic receptor antagonists, primary screen, CHO-K1 cells, Fluo-8 calcium fluorescence, 1536-well; CHO-K1 hM1, ACh EC80 antagonist; hit rate 1.3% among 360,000; Muscarinic acetylcholine receptor M1 (Homo sapiens), P11229; inhibition, % at 3 µM;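 active means percent inhibition above its own plate's cutoff, namely the mean of that plate's compound wells plus 3 SD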;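 further: peak over basal fluorescence ratio during 140 s after agonist addition; 0% = ACh EC80 plus DMSO and 100% = DMSO alone without agonist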
M5 PAM – human M5 muscarinic receptor positive allosteric modulators, primary screen, CHO-K1 cells, Fluo-8 calcium fluorescence; activation, % at 3 µM; Muscarinic acetylcholine receptor M5 (Homo sapiens), P08912; hit rate 0.3% among 360,000; CHO-K1 hM5, ACh EC20 PAM; 0% = ACh EC20, 100% = ACh EC100; AID 624038, 2012;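 active means activation above the run cutoff, the mean activation of all test compounds plus 3 SD, cut at about 18% in these data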
Target sequence (P08912 whole entry, looked up): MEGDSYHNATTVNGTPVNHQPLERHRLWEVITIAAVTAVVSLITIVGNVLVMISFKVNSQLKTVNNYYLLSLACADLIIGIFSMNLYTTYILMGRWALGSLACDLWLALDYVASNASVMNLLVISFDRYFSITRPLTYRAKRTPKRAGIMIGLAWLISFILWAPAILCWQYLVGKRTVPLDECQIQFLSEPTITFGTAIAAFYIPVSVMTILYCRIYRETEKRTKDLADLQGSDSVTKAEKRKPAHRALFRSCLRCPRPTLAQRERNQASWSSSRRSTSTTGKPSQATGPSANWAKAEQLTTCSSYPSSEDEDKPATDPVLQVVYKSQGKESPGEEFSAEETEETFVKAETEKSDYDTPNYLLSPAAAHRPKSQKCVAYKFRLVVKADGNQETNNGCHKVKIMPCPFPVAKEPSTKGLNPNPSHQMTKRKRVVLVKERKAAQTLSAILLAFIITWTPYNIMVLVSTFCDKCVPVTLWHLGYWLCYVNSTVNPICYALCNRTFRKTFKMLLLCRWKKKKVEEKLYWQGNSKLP
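Measured by: Fluo-8 calcium fluorescence; material: human M5 receptor in CHO-K1 cells; schedule: Post-acetylcholine fluorescence recording 140 s; benchmarks: low control EC20 acetylcholine (0%), high control EC100 acetylcholine (100%); read-out: Max/basal fluorescence ratio as % of EC20–EC100 ACh window; compound: single dose, 3 µM nominal final test concentration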
CHRM1 PAM – human M1 muscarinic receptor positive allosteric modulators, primary screen, CHO-K1 cells, Fluo-8 calcium fluorescence, 1536-well; activation, % at 3 µM; AID 588819, 2011; Muscarinic acetylcholine receptor M1 (Homo sapiens), P11229; hit rate 0.088% among 360,000; CHO-K1 hM1, ACh EC20; 0% = ACh EC20, 100% = maximal ACh; in the data active means activation above about 19%, passing the limit was not always enough
CRFR2-BP ag – agonists of CRF-BP/CRF-R2 complex, primary screen, cell-based, HEK293, calcium dye fluorescence, uHTS. CRF-binding protein / CRF receptor 2 complex (human). calcium dye fluorescence (FLIPR); percent of saturating CRF peptide response. activation, % at 13.2 µM. hit rate 0.46% among 350,000;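 active means activation of at least 50%, plus an integration ratio under a set limit after plate pattern correction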;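 further: plate controls were neutral control wells without compound for no effect and CRF at EC100 for full effect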
CHRM4 PAM – human M4 muscarinic receptor positive allosteric modulators, primary screen, CHO-K1 cells, Fluo-8 calcium fluorescence. Muscarinic acetylcholine receptor M4 (Homo sapiens), P08173. CHO-K1 hM4/Gqi5, ACh EC20; 0% = ACh EC20, 100% = maximal ACh. activation, % at 3 µM. hit rate 0.4% among 360,000. AID 624126, 2012;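 active means activation above its plate's cutoff, the mean activation of sample wells plus 3 SD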; further: some results filed as inactive read as strong as hits
M5 ag – human M5 muscarinic receptor agonists, primary screen, CHO-K1 cells, Fluo-8 calcium fluorescence. CHO-K1 hM5 cells; 0% DMSO wells, 100% maximal acetylcholine response. activation, % at 3 µM. hit rate 0.19% among 360,000;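 active means activation above the run's mean over test compounds plus 3 SD, cut at about 23% in these data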;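 further: signal is peak over basal fluorescence ratio across the kinetic read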
M4 ag – human M4 muscarinic receptor agonists, primary screen, CHO-K1 cells, Fluo-8 calcium fluorescence | activation, % at 3 µM | CHO-K1 hM4/Gqi5; vehicle 0%, full acetylcholine response 100% | hit rate 0.14% among 360,000;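 active means activation above the run mean over all test wells plus 3 SD, cut at about 32% in these data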;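 further: peak over basal fluorescence ratio per well then scaled between controls; 0% = DMSO wells and 100% = acetylcholine at EC100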
M5 antag – human M5 muscarinic receptor antagonists, primary screen, CHO cells, Fluo-8 calcium fluorescence; Muscarinic acetylcholine receptor M5 (Homo sapiens), P08912; CHO-hM5 cells, ACh EC80; inhibition, % at 3 µM; hit rate 0.59% among 360,000; AID 624040, 2012;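 active means inhibition above a per-plate cutoff, the mean of that plate's test compounds plus 3 SD, cut at about 27% in these data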;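 further: 0% = acetylcholine EC80 with DMSO and 100% = DMSO without agonist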
* hit, by the source's call; . = no result given.

SMILES	M4 antag	CHRM1 antagonist	M5 PAM	CHRM1 PAM	CRFR2-BP ag	CHRM4 PAM	M5 ag	M4 ag	M5 antag
Nn1c(SCC(=O)N2CCCc3ccccc32)nnc1-c1ccc(Cl)cc1	-1.9	-31.0	1.7	14.5	0.5	0.2	-1.3	0.6	0.0
Cc1scc(C(=O)Nn2cnnc2)c1-c1ccccc1	4.3	-5.2	6.6	10.1	-0.8	6.8	1.6	0.7	-9.4
O=C(NCC1CC1)c1csc(COCCO)n1	-4.6	-12.2	-4.2	11.4	.	-1.4	1.9	-0.5	1.7
COC(=O)N/N=C/c1ccc(Oc2ccccc2)cc1	-7.0	-17.4	6.4	10.6	1.2	3.0	-3.0	0.1	2.2
O=C(Nc1ccccc1)/C(=C/c1ccccc1)c1ccccc1	-4.1	-6.0	-2.2	-3.5	0.7	-9.2	-2.8	-1.1	9.8
Cc1cccc(Oc2ccccc2NC(=O)CSCC(=O)Nc2cc(C)on2)c1	3.7	3.0	-8.7	1.1	-0.4	1.8	0.7	9.9	0.0
CCOC(=O)[C@@H]1[C@H]2COc3ccc(Br)cc3[C@H]2N2C(=O)N(c3cccc(Cl)c3)C(=O)[C@]12C	9.3	2.6	-3.8	6.4	0.9	19.2	2.0	-0.8	12.2
O=C(CCCC(=O)NN=Cc1ccc(Cl)cc1Cl)NN=Cc1ccc(Cl)cc1Cl	7.4	-2.1	-5.5	-2.2	-1.5	-3.3	-0.1	0.2	16.3
[O-]C1=N/[N+](=C/c2ccccc2Cl)CC1	-16.7	4.6	6.0	1.3	1.5	25.5	-0.9	1.3	-11.1
COC(=O)[C@@]12C[C@@H](CC(=O)N3CCCCC3)C(=O)N(Cc3ccccc3)C1=CCC(C)(C)C2	-10.2	.	-4.7	.	.	5.8	-1.2	5.1	9.0
N#Cc1ccc(/C=C/C(=O)c2ccco2)cc1	0.8	-8.5	-0.1	5.2	-1.5	8.3	-1.1	0.6	3.8
NNc1nc(-c2ccccc2)c2cc(Br)ccc2n1	-8.9	-3.5	0.7	4.5	-2.6	0.7	-3.7	-0.4	4.3
COc1ccccc1CNC1CCN(Cc2ccccc2)CC1	-2.0	-7.2	0.2	8.8	-0.7	-2.4	-22.3	2.1	-2.1
CCN(c1cccc(C)c1)S(=O)(=O)c1ccc(-c2ccc(=O)[nH]n2)o1	-5.3	-3.7	0.5	13.2	3.8	12.7	-3.7	2.0	11.9
CCC(CC)C1C(C#N)=C(N)Oc2n[nH]c(-c3ccccc3)c21 (centres undefined)	-0.2	3.2	6.6	3.4	-2.1	4.5	0.3	-1.7	-3.8
O=C(C[n+]1cc(Br)cc(Br)c1)c1cccc([N+](=O)[O-])c1	-11.5	-4.8	4.9	3.4	-1.0	4.6	-2.2	-0.6	-2.7
COc1ccc(CNc2nc3c(c(=O)n(Cc4ccc(Br)cc4)c(=O)n3C)n2C)cc1	2.3	-2.2	-6.6	5.7	4.3	-0.4	1.2	0.3	9.6
NC(=O)CC1C(=O)N(c2ccccc2)C(=S)N1NC(=O)c1ccc(Br)cc1 (centres undefined)	12.9	2.9	1.4	1.0	-0.3	-8.1	0.4	0.1	6.9
COCc1ccc(-c2c(-c3cc(OC)cc(OC)c3)oc(=O)c3cc(OC)c(OC)cc23)cc1	3.8	-4.9	-1.3	-4.4	0.0	5.7	1.1	1.9	17.8
N/C(=N\OC(=O)c1ccc(Cl)c(Cl)c1)c1ccccn1	0.0	3.1	-7.0	2.5	1.8	-2.2	1.0	1.6	-0.3
COc1cc(CN2C[C@@H](CO)O[C@@H](n3cnc4c(N(C)C(C)C)ncnc43)C2)cc(OC)c1OC	8.9	17.9	-1.9	-10.9	.	-0.8	0.4	0.3	7.8
Cn1c(CCN2CCCCC2)nc2cc(NC(=O)C3CCCCC3)ccc21	6.0	12.2	-1.4	-6.2	-0.6	-9.3	-11.7	-0.3	1.2
CC(=O)NC12CC3CC(C1)CC(C(=O)Nc1c(C)n(C)n(-c4ccccc4)c1=O)(C3)C2	3.9	-10.5	-2.2	8.8	-0.3	3.3	-4.6	0.2	10.9
COc1ccc(OC)c(NC(=O)c2ccc(S(=O)(=O)N3CCN(C)CC3)cc2)c1	7.3	-12.2	-7.4	4.7	0.9	0.3	-0.3	1.0	7.2
CN(Cc1ccccc1)C(=O)c1[nH]cnc1C(=O)NC1CCN(C(=O)OC(C)(C)C)CC1	-6.6	2.8	-8.3	-7.1	0.2	0.1	1.1	17.6	1.1
C[C@H](CO)N1C[C@H](C)[C@@H](CN(C)C(=O)Nc2ccccc2)Oc2ccc(NS(=O)(=O)c3cn(C)cn3)cc2C1=O	4.0	-0.3	0.1	11.2	-1.3	10.8	-1.5	-0.5	6.9
O=[N+]([O-])c1ccc(C(O)CN2CCOCC2)cc1 (centres undefined)	-4.4	1.4	6.0	0.3	-0.5	2.9	0.3	1.0	0.1
CCOC(=O)n1c(=O)n(C)c2ccc(Cl)cc21	-7.3	-8.1	-0.6	8.3	-1.5	2.4	-0.3	-0.1	-18.9
COC(=O)c1sccc1N(C)S(C)(=O)=O	-6.9	-7.0	3.1	7.5	5.2	3.1	1.0	1.3	-3.7
CN(C(=O)CSc1nnnn1-c1ccc(O)cc1)C1CCS(=O)(=O)C1 (centres undefined)	2.3	4.6	-0.3	2.8	-1.5	0.8	-2.3	0.9	0.3
CC1(C)Cc2c(sc3nc4n(c(=N)c23)CCC4)CO1	-4.5	-15.1	10.6	5.5	2.1	14.5	-1.4	1.0	-12.2
CC(C)S(=O)(=O)NC(=O)C1(C)CCN1C(=O)Cc1ccccc1Cl (centres undefined)	-5.3	-5.0	-2.9	2.3	.	-3.1	-0.2	0.2	-0.7
CCOC(=O)C1=C[C@@H](C(C)(C)C)N(S(=O)(=O)c2ccc(C)cc2)[C@H]1c1ccccc1Cl	12.4	24.8	-10.6	-17.5	.	-12.5	-0.3	-1.4	12.1
COc1ccc([N+](=O)[O-])cc1NCc1ccccc1	-1.4	-1.0	-1.1	-1.8	-4.1	6.6	-8.1	-2.1	5.6
CC(/C=C1\SC(=S)N(NC(=O)c2ccccc2C)C1=O)=C\c1ccccc1	4.5	-7.6	3.6	2.0	-1.3	-2.4	-1.3	0.3	-3.4
CCC(=O)N1CCc2cc(S(=O)(=O)NCCC(=O)Nc3ccc(OC)cc3)ccc21	0.0	-5.0	-4.5	2.0	0.1	-2.3	-4.3	1.4	13.3
COc1ccc(CNC(=O)CCC(=O)Nc2cccnc2)cc1	0.8	-19.2	8.4	14.1	-0.7	4.0	-4.0	-0.4	5.2
Cc1cc(CNC(=O)c2cc(COc3c(F)cccc3F)on2)nn1C	-13.3	-4.2	-0.5	2.2	0.6	15.0	-1.9	2.8	-0.7
COc1ccccc1NC(=O)c1cc(S(=O)(=O)NCc2ccccc2)ccc1F	-3.4	-2.1	-2.4	3.6	1.9	-0.7	-7.6	-0.3	5.3
COc1cc(NC(=O)C2(C)CCCN2C(=O)C(C)C)cc(OC)c1OC (centres undefined)	0.2	-3.4	-0.2	2.5	.	1.1	-0.7	0.7	1.2
O=C(CSC1=NS(=O)(=O)c2cc(Cl)ccc2N1)Nc1ccccc1F	-4.7	-15.2	1.2	10.4	0.7	4.7	3.3	-0.2	4.4
CC(NC(=O)Cc1ccccc1F)c1ccc(F)cc1 (centres undefined)	-4.2	-7.9	-3.0	16.7	2.1	2.0	-1.2	1.1	8.9
COc1cccc(CNc2cccc3cccnc23)c1O	2.0	-6.0	0.2	-0.2	0.7	8.4	1.7	1.5	0.8
C/C(=N\NC(=O)C(=O)Nc1ccc(C)cc1)c1ccncc1	4.2	1.7	-3.0	-0.4	0.9	-16.2	-0.2	0.5	2.0
CCc1ccc([C@@H]2CC(=O)[C@@H]3CN(S(=O)(=O)c4ccc(Cl)cc4)[C@H](c4ccc(C)cc4)C[C@@H]3N2S(=O)(=O)c2ccc(C)cc2)cc1	-14.4	-0.4	5.3	5.8	.	2.6	1.9	1.0	-13.3

Reformatted with two lines to a compound: part of the list above
The line under a structure holds: M4 antag	CHRM1 antagonist	M5 PAM	CHRM1 PAM	CRFR2-BP ag	CHRM4 PAM	M5 ag	M4 ag	M5 antag
> COc1ccc(CNC(=O)CCC(=O)Nc2cccnc2)cc1
→ 0.8	-19.2	8.4	14.1	-0.7	4.0	-4.0	-0.4	5.2
> Cc1cc(CNC(=O)c2cc(COc3c(F)cccc3F)on2)nn1C
→ -13.3	-4.2	-0.5	2.2	0.6	15.0	-1.9	2.8	-0.7

(cont.)
SMILES	M4 antag	CHRM1 antagonist	M5 PAM	CHRM1 PAM	CRFR2-BP ag	CHRM4 PAM	M5 ag	M4 ag	M5 antag
CC(C)(C)C(=O)N1CCC[C@H]1C(O)(c1ccccc1)c1ccccc1	4.1	-1.2	-1.3	0.9	-2.2	0.6	-2.0	-2.6	4.7
CN(CC(=O)NCc1ccccn1)S(=O)(=O)c1ccc(Cl)cc1	-5.5	-8.4	-4.7	9.7	0.2	8.4	-4.0	0.2	15.2
COc1ccc(C2C(C(=O)Nc3ccc4c(c3)OCCO4)c3ccccc3C(=O)N2C)cc1 (centres undefined)	-1.2	3.7	7.9	3.5	0.6	7.5	-2.1	0.7	-10.3
CC(=O)Nc1ccc(S(=O)(=O)N[C@@H](C)C(=O)OCc2ccc(Cl)cc2)cc1	8.8	-10.2	-4.3	7.5	-1.4	-3.2	2.1	4.1	-3.3
Cc1cc(=O)[nH]c(SCCCOc2ccccc2Cl)n1	-6.9	-10.0	-2.5	9.1	-0.6	15.7	0.6	-1.6	1.2
FC(F)(F)c1nnc2ccc(NCc3ccccc3)nn12	-6.4	3.5	4.5	5.6	0.2	6.4	0.2	6.0	-12.4
c1ccc(-n2nnnc2-n2cnc3ccccc32)cc1	3.8	-5.5	-3.9	2.0	-1.3	-0.3	-1.0	0.0	10.4
CC1(C)CC2CC(C)(CN2C(=O)COC(=O)c2ccccc2C(F)(F)F)C1 (centres undefined)	-9.4	-1.9	-5.0	3.4	-1.5	-3.2	1.9	6.1	13.5
O=C(O)c1cc(S(=O)(=O)N2CCN(S(=O)(=O)c3ccc4ccccc4c3)CC2)ccc1Br	-19.1	-12.9	5.4	9.0	-2.2	12.1	-1.2	-0.1	-10.9
CCCCOc1ccc(Cl)cc1CSc1nnc(C)n1N	-13.8	-0.1	5.3	3.0	-0.8	9.6	-6.0	-0.9	-2.9
O=C(C[n+]1ccccc1)N/N=C/c1ccc(Cl)c(Cl)c1	3.6	-6.5	-3.0	2.8	0.9	-5.9	-0.5	0.3	0.9
CCc1nc2ccc(C(=O)NCCN3CCNC3=O)cn2c1N(CC)Cc1cccc(Br)c1	-7.7	6.4	-2.7	-7.5	.	-4.5	-2.2	3.4	-2.7
CCOC(=O)N1CCN(S(=O)(=O)c2ccc3c(c2)OCC(=O)N3)CC1	-3.1	5.6	5.1	-2.5	-2.0	-0.8	-4.0	2.4	-3.8
O=C(c1cnc(Cl)c(Cl)c1)N1CCN(S(=O)(=O)c2ccc3ccccc3c2)CC1	-3.4	7.2	1.1	-5.2	1.1	2.2	-2.4	1.5	6.6
